# Assay outcomes from PubChem.
# LMNA splice mod = qHTS Assay for Modulators of Lamin A Splicing. 200,000 tested, 0.01% active. Potency, µM (top dose mostly 46.1 µM), inactives show at the highest dose ratio change, negative = inhibition, most hits filed as inhibitors. HeLa LMNA splicing GFP/RFP minigene ratio, 48 h. AID 1487, 2009; active = well fitted inhibition curve with a large enough effect in the signal ratio, with a control signal flat, not every such curve was filed as active; inconclusive = small, poorly fitted or top-dose-only effect, or effect the other way, or a change in a side signal; the % refers to the signal ratio; also: % is scaled to controls: 0 for no effect and ±100 for the full control effect
#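 S3 HeLa stable clones carrying a lamin A-EGFP splicing minigene plus DsRed2 were seeded at 600 cells/well in Opti-MEM with 2% FBS, pin-dosed and incubated 48 h at 37°C. Acumen cytometry (488 nm) gave the GFP/RFP total-intensity ratio.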
# TRb-SRC2 inh = qHTS for Inhibitors of the Interaction of Thyroid Hormone Receptor and Steroid Receptor Coregulator 2; 280,000 tested, 0.065% active; Potency, µM (highest dose often 106 µM), for the others: at the top dose activity change, negative = inhibition, hits mostly inhibitors; TRbeta-SRC2 peptide binding, fluorescence polarization; receptor liganded with 1 µM T3;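 also: plate controls were bound peptide for no effect and peptide without receptor for full effect; nearly all actives have a fitted effect of over 50% in size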
# Target sequence (P10828 whole entry, looked up): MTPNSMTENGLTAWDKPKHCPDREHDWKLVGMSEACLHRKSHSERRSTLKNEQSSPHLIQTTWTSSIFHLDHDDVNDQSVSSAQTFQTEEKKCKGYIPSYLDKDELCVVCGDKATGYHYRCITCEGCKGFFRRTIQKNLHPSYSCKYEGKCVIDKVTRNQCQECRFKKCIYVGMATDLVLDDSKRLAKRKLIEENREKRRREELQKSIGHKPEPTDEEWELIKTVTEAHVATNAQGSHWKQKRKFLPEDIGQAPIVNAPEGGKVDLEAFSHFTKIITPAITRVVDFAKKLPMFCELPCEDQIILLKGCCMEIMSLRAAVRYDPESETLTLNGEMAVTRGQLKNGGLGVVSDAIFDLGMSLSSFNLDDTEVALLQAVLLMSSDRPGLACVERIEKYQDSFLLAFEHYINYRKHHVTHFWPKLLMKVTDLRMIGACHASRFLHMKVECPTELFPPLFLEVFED
#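 Quantitative HTS by FP: 0.6 uM TRb LBD, 20 nM labeled SRC2 20-mer, 1 uM T3, 5% DMSO; 5 hr ambient incubation; % activity per concentration and potencies from concentration series.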
# RECQ1 helicase = qHTS Assay for Inhibitors of RecQ-Like Dna Helicase 1 (RECQ1); AID 2549, 2010; Potency, µM (highest dose often 57.3 µM), for the others: at the top dose activity, negative = inhibition, usual class: inhibitors; 240,000 tested, 0.54% active; RECQ1 DNA unwinding, red fluorescence kinetic read;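 also: plate controls were vehicle for no effect and no enzyme for full effect; nearly all actives have a fitted effect of over 30% in size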
#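 RECQ1T1 50 nM; forked duplex (20 bp + 30-nt ss tails) 200 nM, ATP 2 mM final; pH 8.0, 2 mM MgCl2, 2.5 ug/ml poly(dI-dC); 15 min compound preincubation; discontinuous kinetic read over 2 h at RT.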
# JMJD2E inh = qHTS Assay for Inhibitors of Human Jumonji Domain Containing 2E (JMJD2E); Lysine-specific demethylase 4E (Homo sapiens), B2RXH2; Potency, µM (top dose mostly 57.1 µM), inactives show at the highest dose activity change, negative = inhibition, actives largely listed as inhibitors; JMJD2E catalytic domain, FDH-coupled NADH fluorescence (FDH is formaldehyde dehydrogenase); 230,000 tested, 1.6% active; active = well fitted inhibition curve with a large enough effect, not every such curve was filed as active; inconclusive = small, poorly fitted or top-dose-only effect, or another doubt; inactive = no such curve, though single readings can be large or run the other way;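 also: 0% = wells with enzyme and -100% = buffer wells without enzyme; nearly all actives have a fitted effect of over 50% in size; many of its hits are not listed in these tables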
# SMN2 splice up = qHTS Assay for Enhancers of SMN2 Splice Variant Expression. 210,000 tested, 2.8% active. Potency, µM (highest dose often 46.1 µM), inactives show top-dose activity change, positive = activation, actives largely listed as activators. HEK293 SMN2-luciferase splicing reporter, luminescence, 30-36 h; also: % of control where 0% means no effect; nearly all actives have a fitted effect of over 55% in size
#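 HEK293 cells carry an SMN2 […]–luciferase reporter in which exon 7 inclusion puts luciferase in frame. Cells were plated 10-12 h before compound addition, then incubated 30-36 h at 37C. ONE-Glo luminescence was read; sodium butyrate at 4.5 mM final served as control.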
# TR SRC2 fluor cs = Total Fluorescence Counterscreen for Inhibitors of the Interaction of Thyroid Hormone Receptor and Steroid Receptor Coregulator 2; TRb/SRC2 Texas Red total fluorescence interference; Potency, µM (top dose mostly 106 µM), inactives show at the top dose fluorescence change, negative = quenching; 280,000 tested, 0.29% active; active = well fitted curve in either direction with a large enough effect; inconclusive = small, poorly fitted or top-dose-only effect; also: % is scaled to controls: 0 for no effect and ±100 for the full control effect
#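 Human TRβ ligand-binding domain (0.6 uM) and Texas Red SRC2 peptide (20 nM) in Tris buffer with 1 uM T3 and 5% DMSO were incubated with pinned compound for 5 hr at ambient temperature. Total fluorescence was computed as S + 2P (555/632 nm).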
# ALDH1A1 block = qHTS Assay for Inhibitors of Aldehyde Dehydrogenase 1 (ALDH1A1). Purified ALDH1A1, NADH fluorescence, propionaldehyde substrate. AID 1030, 2008. Potency, µM (doses to about 75.3 µM), for the others: at the top dose activity, negative = inhibition, usual class: inhibitors. 220,000 tested, 7.3% active; active = well fitted inhibition curve with a large enough effect, not every such curve was filed as active; inconclusive = small, poorly fitted or top-dose-only effect, or another doubt; inactive = no such curve, though single readings can be large or run the other way;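 also: plate controls were no enzyme wells and a reference inhibitor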
# RGS12 GoLoco inh = qHTS Assay for Inhibitors of RGS12 GoLoco Motif Activity (Red Fluorophore); Guanine nucleotide-binding protein G(i) subunit alpha-1 (Homo sapiens), P63096; Gai1:RGS12 GoLoco peptide FP, rhodamine, 10 min; Potency, µM (doses to about 61.6 µM), for inactives: at the highest dose activity, negative = inhibition, actives largely listed as inhibitors; 230,000 tested, 0.44% active; active = well fitted inhibition curve with a large enough effect, not every such curve was filed as active; inactive = no such curve, though single readings can be large or run the other way; also: % is scaled to controls: 0 for no effect and ±100 for the full control effect; nearly all actives have a fitted effect of over 30% in size; many of its hits are not listed in these tables
# Target sequence (P63096 whole entry, looked up): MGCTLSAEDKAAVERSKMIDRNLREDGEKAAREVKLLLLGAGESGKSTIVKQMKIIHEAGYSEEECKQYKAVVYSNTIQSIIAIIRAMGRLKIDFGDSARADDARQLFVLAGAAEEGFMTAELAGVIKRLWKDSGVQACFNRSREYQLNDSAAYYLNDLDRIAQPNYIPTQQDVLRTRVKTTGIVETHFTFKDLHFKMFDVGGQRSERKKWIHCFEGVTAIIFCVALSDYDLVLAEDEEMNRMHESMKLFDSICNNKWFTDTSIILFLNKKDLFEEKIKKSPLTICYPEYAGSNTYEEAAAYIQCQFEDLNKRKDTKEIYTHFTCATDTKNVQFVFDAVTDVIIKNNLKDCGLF
# * = called active by the depositor; i = inactive; u = inconclusive; x = not tested or not shown; [ ] = another dose, or the depositor's remark. Unless noted, calls follow the shape of the dose curve; as a rule, active = well fitted curve in the direction sought with a large enough effect; inconclusive = small, poorly fitted or top-dose-only effect, or another doubt; inactive = no such curve, though single readings can be large; an effect the other way counts as inactive or inconclusive. Potency is read from the fitted curve at half-maximal effect.
compound,RGS12 GoLoco inh,LMNA splice mod,TR SRC2 fluor cs,SMN2 splice up,ALDH1A1 block,JMJD2E inh,RECQ1 helicase,TRb-SRC2 inh
Cc1cc(C)c(OCC(O)CN2CCN(c3ccccn3)CC2)c(C)c1 (stereo not given),-1%,x,3%,-4%,u,6%,24%,-3%
O=C(CCC(=O)Nc1ccc(Cl)cc1Cl)NNC(=O)[C@@H]1CCCC[C@@H]1C(=O)O,5%,-14%,-1%,-13%,-12%,-1%,1%,-2%
Cc1ccccc1NC(=O)COC(=O)CNC(=O)c1sc2ccccc2c1Cl,-5%,-4%,-1%[53 µM],10%,-9%,-3%,-9%,5%[53 µM]
COc1ccc(/C=C2\N=C3CCCN3C2=O)cc1,22%,x,-1%,x,x,-8%,-2%,5%
Cc1nc(SCC(N)=O)[nH]c(=O)c1Cc1ccc(OC(C)C)cc1,26%,14%,-3%,-8%,-6%,-1%,i,-2%
Cc1ccc(C(=O)NC(=S)Nc2ccc(N3CCOCC3)cc2)cc1,9%,-6%[9.22 µM],3%,x,11µM*,7%,-8%,5%
NNC(=O)c1ccc(Cl)cc1Cl,10%,9%,0%,-3%,-8%,41%[activator],-2%,-4%
CN1CCN(C(=S)c2cn(CCOc3ccccc3)c3ccccc23)CC1,-4%,u,0%,7%,u,-4%,-5%,-1%
CCOc1nc(-c2ccc(C)cc2)ccc1-c1noc(-c2cccnc2)n1,30%[activator],-8%,-9%,x,u,4.5µM*,-4%,-5%
CC(=O)Nc1cccc(NC(=O)c2sc3ncn(CC(=O)N4CCCCC4)c(=O)c3c2C)c1,10%,16%,-3%,3%,0.89µM*,-4%,-6%,6%
Cn1nc(C(F)(F)F)c(-c2ccc(F)cc2)c1NC(=O)CSCC(=O)O,-1%,x,-4%,x,x,u,-8%,-3%
O=C(Cn1cnc2ccccc21)N/N=C/c1ccc([N+](=O)[O-])cc1,21%,-14%,0%,-4%,u,-2%,0%,-17%
NC(=S)c1c(Cl)cc(C(F)(F)F)cc1Cl,-4%,x,0%,x,7%,-2%,-1%,1%
Cc1cc(C)c(S(C)(=O)=O)c(NN)n1,-1%,-4%[46 µM],-3%,-8%,u,u,15%,-5%
CC(C)N=C1NN=C(c2cccs2)C(CC(=O)O)S1 (stereo not given),7%,x,-6%,x,x,u,-12%,-2%
COc1ccc(N(C)S(=O)(=O)c2cccc(C(=O)OCC(=O)Nc3sc4c(c3C#N)CCCCC4)c2)cc1,-3%,4%,1%,-4%[1.84 µM],0%,10%,-2%,3%
COc1ccc(-c2c3c(nc4sc5c(=O)[nH]c(C)nc5c24)CCC3)cc1,16%,5%,1%,0%,u,u,i,-2%
O=C(Nc1ccc2oc(-c3cccnc3)nc2c1)c1cc2ccccc2o1,11%,u,-4%,-21%,18%,11%,24%,-5%
CCc1ccc(C(=O)c2cncc(Br)c2)cc1,4%,16%,-3%,u,-8%,4%,i,-9%
Cc1ccc(S(=O)(=O)Cc2cn3cccnc3n2)cc1,1%,-1%,-6%,-8%,u,u,-4%,-7%
O=C(Nc1cccc(Cl)c1)NC1(C(=O)NCc2cccs2)CCCCC1,-6%,-6%,-6%,-7%,16%,2%,-2%,0%
COc1cc2c(c(OC)c1)C(c1cccc(OC)c1OC)CC(=O)N2 (stereo not given),8%,u,-6%,-4%,-13%,-6%,-1%,1%
CCC(C)(C)n1nnnc1C(c1cc2cc(C)cc(C)c2[nH]c1=O)N1CCCC1 (stereo not given),18%,1%,3%,6%,u,u,i,-7%
Cc1nc(Nc2ccc(O)cc2)c2c3c(sc2n1)CCCC3,-3%,x,-1%,x,0%,12%,i,2%
O=C(Nc1ccc2c(c1)OCCO2)C(c1ccc(F)cc1)N1CCCCC1 (stereo not given),6%,0%,-4%,-13%,u,1%,-13%,-5%
C=C(C)COc1ccc2c(CC)cc(=O)oc2c1C,12%,9%,1%,1%,u,u,-7%,5%
O=C1/C(=C\Nc2ccccc2)CCN1c1ncccn1,-1%,-3%,-4%,u,20µM*,u,-12%,1%
O=C(CSCc1ccccc1)N/N=C/c1ccccc1OCc1ccccc1,x,u,-1%,x,-20%,u,-20%,-10%
Cc1noc(C(=O)Nc2cccnc2)c1Cl,12%,1%,-6%,-12%,15%,-2%,-6%,-5%
Cc1cccc(C2(c3cccc(C)c3)CC2C(=O)Nc2ccc([N+](=O)[O-])cc2O)c1 (stereo not given),10%,u,-1%,-8%[1.84 µM],-4%,-29%,-18%,0%
CCOC(=O)N1CCC(N2CCCC(C(=O)c3cc(F)ccc3OC)C2)CC1 (stereo not given),0%,x,1%,x,u,u,i,1%
CC1CCN(CCC(=O)N2CCCc3c2c(=O)oc2ccc(O)cc32)CC1,-12%,u,2%,u,2.2µM*,-7%,i,-15%
c1ccc(-c2ccc(-n3ccnc3)cc2)cc1,x,-3%,0%,x,-1%,7%,0%,6%
O=C1NC(c2ccc3c(c2)OCO3)Oc2ccccc21 (stereo not given),-1%,-1%,-2%,-8%,u,u,-11%,-1%
COC(=O)c1c(N)c(C#N)c(C)n1-c1ccccc1,-9%,4%,-4%,-29%,u,0%,-7%,8%
O=C(O)CC1(CC(=O)NCc2cc(F)cc3c2OCOC3)CCCCC1,-19%,x,-1%,x,10µM*,9%,-14%,3%
COC(=O)C1=C(C)N(c2cc(Cl)cc(Cl)c2)C(=O)C1,6%,-14%,2%,3%,u,-3%,-7%,4%
O=C(NCCCn1ccnc1)c1csc2ccccc12,5%,-13%,0%,u,0%,6%,-10%,1%
CCOc1ccc(CNC(=S)N/N=C/c2cccnc2)cc1,3%,u,-1%,2%,12%,-9%,-3%,1%
O=C(c1nn2c(C(F)(F)F)cc(-c3ccco3)nc2c1Br)N1CCCc2ccccc21,29%,-6%,-4%,-45%[inhibitor],7.9µM*,-19%,-5%,-6%
CCC(=O)N/C(=N/c1nc(C)cc(C)n1)Nc1ccccc1,-7%,x,-4%,x,x,9%,-7%,-1%
COCCCNC(=O)c1cc2c(=O)n(C)c3ccccc3c2n1C,8%,-18%,1%,12%,u,u,-1%,2%
COc1ccc(N2CCc3c(C)nc4c(OC)cc(OC)cc4c32)cc1,11%,u,-1%,-66%[inhibitor],-2%,-6%,19%,-5%
CC(C)Cn1cc(F)c(=O)n(CC(C)C)c1=O,1%,x,-3%,-28%,-16%,1%,-1%,-3%
CCc1ccc(C(=O)CSc2nc(C)cc(=O)[nH]2)cc1,4%,x,-1%,x,u,-3%,3%,5%
Cc1c(-c2ccc(O)cc2)nc2nc(-c3ccccc3)c(-c3ccccc3)nn12,119%[activator],x,5%,x,x,-3%,-23%,8%
Cc1cc(C)cc(N(CC(=O)N2CC=C(c3ccccc3)CC2)S(=O)(=O)c2c(C)noc2C)c1,5%,-8%,-2%,-17%,10%,-10%,-7%,-10%
COc1ccc2[nH]c3c(N4CCc5ccccc5C4)ncnc3c2c1,3%,x,-4%,x,x,u,-15%,0%
COc1ccc(CC(=O)N2CC(C)CC(C)C2)cc1OC (stereo not given),0%,0%,-3%,-7%,24%,2%,-14%,-5%
O=C(NCCc1ccccc1)c1ccc(-c2ccc(F)cc2)o1,2%,x,1%,5%,u,u,-2%,0%

# The listing continues:
compound,RGS12 GoLoco inh,LMNA splice mod,TR SRC2 fluor cs,SMN2 splice up,ALDH1A1 block,JMJD2E inh,RECQ1 helicase,TRb-SRC2 inh
Cc1ccc(-n2nc3c(c2NC(=O)c2c(-c4ccccc4Cl)noc2C)CS(=O)(=O)C3)c(C)c1,2%,-7%,1%,0%,u,4%,-19%,0%
Cc1cc(C)n(CC(C)NC(=O)CCc2nnc(CCc3ccccc3)o2)n1 (stereo not given),-5%,x,-1%,x,4%,13%,i,-1%
Cc1ccc(C(=O)N2CCN(c3ccccn3)CC2)cc1[N+](=O)[O-],7%,u,-1%,-10%,u,10%,i,-5%
COc1ccc(CCNC(=O)Cn2cccc2C(=O)c2ccccc2)c(OC)c1,1%,x,-4%,x,7%,15%,-2%,3%
CCCC(=O)Nc1ccc(NC(=O)CCc2ccccc2)cn1,-11%,-4%,-9%,5%,-4%,0%,-2%,1%
Cc1cccc(NC(=O)/C=C/c2ccc3c(c2)OCO3)n1,4%,u,-1%,2.2µM*,u,u,-10%,5%
OC[C@@H]1[C@@H](c2ccccc2)C(c2ccc(F)cc2)=NN1c1ccccc1,-27%[88.7 µM],x,1%,x,u,x,i,11%
O=C(CSc1ncnc2ccccc12)c1ccco1,12%,x,-4%,x,11µM*,-29%,i,4%
Cc1ccc(NC(=S)N2CCCC2)cc1,8%,33%[46 µM],1%,25%,1%,9%,i,-5%
COc1ccc2c(c1)C(c1ccccc1C)CC(=O)O2 (stereo not given),4%[88.7 µM],x,-1%,x,32µM*,x,-3%[81.1 µM],13%
Nc1ccc(C(=O)OCCCc2nc3ccccc3[nH]2)cc1,8%,18%,-5%,4%,5%,6%,-2%,1%

# Only part of the results is shown. The share of hits here may be higher or lower than overall.
